# High-throughput results: PubChem BioAssay, The Scripps Research Institute Molecular Screening Center
# TTR transcr act: TTR transcription activators in neuroblastoma reporter cells, primary screen, cell-based, luminescence, SH-SY5Y, TTR promoter Gaussia luciferase; 100% = recombinant luciferase protein wells; activation, % at 16.7 µM; 1.3% of 92,000 active;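 active = activation above the mean of all tested compounds plus 3 SD, cut at about 9.5% in these data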;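 note: cells exposed to compounds for one day before reading; 0% = median of all test compound wells on the plate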
# * = called active by the depositor. Some of the compounds tested. The share of hits here may be higher or lower than overall.
SMILES,TTR transcr act
COc1ccc(OC)c(S(=O)(=O)NC(N)=NCCc2ccccc2)c1,0.0
Cc1ccc(N2CC(C(=O)OCC(=O)Nc3ccccc3C)CC2=O)cc1 (configuration not stated),-0.1
O=C1NC2(CCCCC2)C(=O)N1Cc1ccc([N+](=O)[O-])cc1,0.7
COc1ccccc1C(=O)NC(=O)CSc1nnc2ccccn12,-1.1
O=C(NCCC1CC1(Cl)Cl)Nc1ccccc1 (configuration not stated),-0.2
NS(=O)(=O)c1ccc(CNC(=O)NC2(c3ccccc3)CC2)cc1,1.7
O=C(CC1C(=O)NCCN1CC(c1ccccc1)c1ccccc1)NC1CC1 (configuration not stated),-1.3
CN=c1scc(-c2cccs2)n1/N=C/c1ccc(O)c(O)c1O,-2.8
CCCCCCNc1cc(C)oc(=O)c1C(C)=O,3.0
CCOC(=O)c1c(NC(=O)COC(=O)Cc2n[nH]c(=O)c3ccccc23)sc(C(=O)NC)c1C,-1.1
COc1ccccc1C(=O)Nc1ccccc1C(=O)Nc1ccccc1,0.8
Cn1c(CSc2ncccn2)nnc1SCC(=O)N1CCCCC1,3.5
Cc1cc(C(=O)C(C)Sc2cccc[n+]2[O-])c(C)n1-c1ccc(Cl)cc1 (configuration not stated),-2.4
CC(C)Cc1ccc(CN2CCCC(NC(=O)c3nn(C)c(=O)c4ccccc34)C2)cc1 (configuration not stated),-1.3
COc1ccc(COC[C@H](C)N2C[C@@H](C)[C@H](CN(C)S(=O)(=O)c3ccc(F)cc3)OCCCC[C@H](C)Oc3ccc(NC(=O)Nc4ccccc4)cc3C2=O)cc1,-1.8
CCOc1ccc(NS(=O)(=O)c2c(C)nc3sc(CC)nn3c2=O)cc1,0.4
CN1CCC(N(C)C(=O)c2cc(-c3ccc(F)cc3)nc3ccccc23)CC1,0.1
COc1ccccc1NS(=O)(=O)c1cc([N+](=O)[O-])ccc1N/N=C/c1c(C)[nH]c2ccccc12,-0.4
C[C@H]1CN([C@@H](C)CO)C(=O)CCCn2nncc2CO[C@H]1CN(C)S(=O)(=O)c1ccc2ccccc2c1,-1.4
COc1ccc(N2Cc3ccccc3C2=O)cc1,2.6
COc1cccc(-c2cc(C(=O)Nc3cccnc3)no2)c1,-0.9
CN(C)S(=O)(=O)c1ccc(-c2csc(N/N=C/c3ccc(O)cc3)n2)cc1,-5.4
O=C(Nc1ncn[nH]1)c1cc([N+](=O)[O-])ccc1Cl,0.8
O=C(OCC(=O)N1CCCC1)c1cc(F)c(F)cc1Cl,0.7
Cn1ccc2c(-c3ccc4c(c3)OCCO4)cc3c(c21)C1CCC3C1 (configuration not stated),-0.9
CN(C)c1ccc(C(O)Cc2nc3ccccc3n2C)cc1 (configuration not stated),-0.5
Cc1ccc(-n2nnnc2CCl)cc1,0.8
COc1cc(CNCCO)ccc1OC1CCCC1,0.5
CCN(c1ccccc1)S(=O)(=O)c1cc(C(=O)NCC(c2ccc(OC)cc2)N(C)C)ccc1C (configuration not stated),4.0
O=C(Nc1nnc(Cc2ccccc2F)s1)c1ccccc1Cl,-2.3
Cc1cccc(C)c1NC(=O)C(C)N1CCCCC1 (configuration not stated),1.1
Cc1ccc(C(=O)OCC(=O)Nc2ccc(F)c(Cl)c2)o1,1.6
C(=C\c1ccccc1)/C=N/Nc1nc2ccccc2[nH]1,-2.3
COC1Cc2ccccc2N(C(N)=O)c2ccccc21 (configuration not stated),0.3
CCOC(=O)c1sc(NC(=O)c2cccs2)nc1C,-0.3
Cc1ccc(CSCC(=O)NCCCN2CCOCC2)cc1,1.6
COCCOC(=O)c1c(NC(=O)CNc2ccc(C)c(F)c2)sc(C(N)=O)c1C,-1.1
CC(C)[C@H](NC(=O)[C@@H]1Cc2ccccc2CN1C(=O)OC(C)(C)C)C(=O)NC1CCCC1,-1.0
Cc1cc(C(=O)NN)c2cc(Br)ccc2n1,-0.7
Cc1noc(C)c1-c1ccc(C(=O)NCCC(F)(F)F)c2occc12,1.3
Cc1cccc(C(=O)NC(=S)Nc2ccc(N3CCOCC3)cc2)c1,1.2
CN(C)S(=O)(=O)c1ccc(/C(O)=C2/C(=O)C(=O)N(Cc3cccnc3)C2c2cccs2)cc1 (configuration not stated),-1.6
Cc1cccc(C)c1NC(=O)CN(C)C(=O)c1ccccc1OCc1ccc(F)cc1,-1.5
CSc1ccc(SC2CN(Cc3ccc(C)cc3)S(=O)(=O)C2)cc1 (configuration not stated),1.6
O=C(O)c1n[nH]c2c1CCCC2,1.4
Cc1cccc(C)c1OC1(c2ccccc2)OC(=O)c2ccccc21 (configuration not stated),0.5
C/C(=N/NC(=O)c1ccoc1C)c1ccc(NC(=O)C2CCCC2)cc1,5.1
CC(CNC(=O)C(C)C)NC(=O)C(C)C (configuration not stated),-1.2
COCCOC(=O)C1=C(C)NC(=O)NC1/C=C/c1ccccc1 (configuration not stated),1.8
COc1ccc(Nc2nc(N3CCCCC3)nc(N3CCCCC3)n2)c(OC)c1,-0.1

# (further entries)
SMILES,TTR transcr act
COc1ccc(CCN(C)C2CCCN(S(=O)(=O)c3ccc(C)cc3)C2)cc1OC (configuration not stated),-0.4
c1ccc(-c2nn(Cc3ncco3)c3ccccc23)cc1,1.6
O=C(O)c1ccccc1-n1cccc1C(=O)O,0.2
CCC(C)Sc1nc2c(cnn2-c2ccc(C)c(C)c2)c(=O)[nH]1 (configuration not stated),-0.4
Cc1ccc(C2=NOC(c3nnc(-c4ccccc4)o3)C2)cc1 (configuration not stated),-1.5
CCN(CC)S(=O)(=O)c1cccc2cccnc12,0.6
Cc1cc(C)c2c(=O)[nH]c(SCC(=O)NCc3ccccc3)nc2n1,-2.9
CCOc1ccccc1C(=O)Nc1ccc(NC(=O)c2ccccc2)cc1,0.9
O=S(=O)(c1ccccc1)N(CC(F)(F)F)c1ccc(C(O)(C(F)(F)F)C(F)(F)F)cc1,1.6
O=C1/C(=C/c2cccnc2)CC/C1=C\c1cccnc1,-0.4

# A stretch of the results above:
SMILES,TTR transcr act
Cc1cccc(C)c1NC(=O)CN(C)C(=O)c1ccccc1OCc1ccc(F)cc1,-1.5
CSc1ccc(SC2CN(Cc3ccc(C)cc3)S(=O)(=O)C2)cc1 (configuration not stated),1.6
O=C(O)c1n[nH]c2c1CCCC2,1.4
Cc1cccc(C)c1OC1(c2ccccc2)OC(=O)c2ccccc21 (configuration not stated),0.5
C/C(=N/NC(=O)c1ccoc1C)c1ccc(NC(=O)C2CCCC2)cc1,5.1
CC(CNC(=O)C(C)C)NC(=O)C(C)C (configuration not stated),-1.2
COCCOC(=O)C1=C(C)NC(=O)NC1/C=C/c1ccccc1 (configuration not stated),1.8
COc1ccc(Nc2nc(N3CCCCC3)nc(N3CCCCC3)n2)c(OC)c1,-0.1
COc1ccc(CCN(C)C2CCCN(S(=O)(=O)c3ccc(C)cc3)C2)cc1OC (configuration not stated),-0.4
c1ccc(-c2nn(Cc3ncco3)c3ccccc23)cc1,1.6
O=C(O)c1ccccc1-n1cccc1C(=O)O,0.2
CCC(C)Sc1nc2c(cnn2-c2ccc(C)c(C)c2)c(=O)[nH]1 (configuration not stated),-0.4
Cc1ccc(C2=NOC(c3nnc(-c4ccccc4)o3)C2)cc1 (configuration not stated),-1.5
CCN(CC)S(=O)(=O)c1cccc2cccnc12,0.6
Cc1cc(C)c2c(=O)[nH]c(SCC(=O)NCc3ccccc3)nc2n1,-2.9

# More structures follow.
SMILES,TTR transcr act
C[C@@H]1COC(=O)[C@H](CC(=O)OC(C)(C)C)C/C=C\C[C@@H](CC(=O)NCCO)C(=O)N1,2.2
CCOc1ccc(N2CC(C(=O)Nc3ccc(S(=O)(=O)NCC4CCCO4)cc3)CC2=O)cc1 (configuration not stated),0.1
COc1cccc(C(=O)NC2CCN(C(=O)N3CCCCC3)CC2)c1,3.2
COc1ccc(C)cc1NC(=O)C(OC(=O)CNC(=O)c1cccc(F)c1)c1ccccc1 (configuration not stated),4.3
O=C(Cn1cnc2ccccc2c1=O)Nc1nnc(SCc2ccccc2)s1,0.1
O=C1CN(C(=O)COC(=O)CCC(=O)c2ccc(Cl)cc2)c2ccccc2N1,-0.1
O=C(c1n[nH]c(=O)c2ccccc12)N1CCN(c2ccc(F)cc2)CC1,-1.4
COc1ccc(NC(=O)c2ccc3c(c2)NC(=O)CS3)cc1S(=O)(=O)Nc1ccc(Br)cc1,0.0
COC(=O)[C@]12C[C@H](CC(=O)NCc3ccc(OC)c(OC)c3)C(=O)N(CCc3ccc(OC)c(OC)c3)C1=C[C@H](C1CCCC1)O[C@@H]2C,-1.4
COc1ccc(NC(=S)N(CCN2CCOCC2)C2CCN(C(C)=O)CC2)cc1Cl,-1.2
O=C(Nc1ccc(-c2csc(Nc3cccc(C(F)(F)F)c3)n2)cc1)c1ccccc1,-4.5
CSCC[C@H](NC(=O)[C@H]1CC[C@H](CNC(=O)[C@@H]2CCCN2)CC1)C(=O)O,0.5
S=c1[nH]nc(-c2cc(-c3ccsc3)n[nH]2)n1-c1cccc2ccccc12,-2.2
O=C(NCc1ccccc1)c1ccc(C(=O)N(C2CCCCC2)C2CCCCC2)cc1,2.0
COc1ccccc1/C=C/c1nc(S(=O)(=O)c2ccccc2)c(N2CCC(C(N)=O)CC2)o1,1.0
COc1ccc(/C=N/NC(=O)c2cc(-c3cccc(C)c3)nc3ccccc23)cc1O,3.5
C=CCN1C[C@H](COC(=O)c2cccc(C)c2)Oc2cccc(F)c2S1(=O)=O,-0.9
O=C(Nc1ccccc1)C1C2/C=C\CCCCC21 (configuration not stated),-1.0
O=C(Cc1ccc(Cl)cc1)NC(=S)Nc1ccccc1N1CCOCC1,-0.3
O=C(NCc1cccs1)C1CCCN1C(=O)Nc1cccc(Cl)c1 (configuration not stated),-0.8
Clc1cccc(OCCOCCN2CCNCC2)c1Cl,0.0
CCC1Nc2ncnc(N3CCN(c4ccccc4)CC3)c2N(Cc2ccc(C)cc2)C1=O (configuration not stated),-4.4
COC(=O)c1ccc2c(C)c(C3(O)CCCCC3)[nH]c2c1,-2.2
CC(=O)N1N=C(c2ccccc2)OC1(C)CC(=O)Nc1ccccc1 (configuration not stated),3.6
COc1cc(/C=N/NC(=O)c2cnccn2)ccc1O,2.8
COc1ccccc1-c1nnc(SCC(=O)N2CCOCC2)n1-c1ccccc1,-2.4
O=C(COC(=O)c1ccc(S(=O)(=O)Nc2ccccc2)cc1)NCCC1=CCCCC1,-0.7
CCN(CC)C(=O)[C@H]1CC(CC(=O)NCC23CC4CC(CC(C4)C2)C3)C(=O)N2CCc3c([nH]c4ccc(OC)cc34)[C@]12C (some centres not stated),0.7
Nc1c(Cl)cc(S(N)(=O)=O)cc1S(N)(=O)=O,1.4
CC(C)(C)C(=O)CNS(=O)(=O)c1ccc(S(=O)(=O)NC2CC2)cc1,-1.8
COc1ccc(C(=O)Cn2nnc(-c3ccccc3NC(=O)C(F)(F)F)n2)cc1,2.2
Cc1cccc(NC(=O)CSCC(=O)Nc2ccc(N3CCOCC3)cc2N2CCOCC2)c1,-2.0
CCCC(=O)Nc1cc(-c2nc3ncccc3o2)ccc1C,3.0
C(=N\N1CCOCC1)/c1nc(-c2ccccc2)n2ccccc12,5.6
C/C(CCC1CC(C)OC1=O)=N/Nc1nc(-c2ccccc2)cs1 (configuration not stated),2.6
Cn1c(=O)c2c(-c3ccccc3)n(-c3cc(Cl)c([N+](=O)[O-])cc3O)cc2n(C)c1=O,1.0
CC(C)(C)c1ccc(C2=CSC3=NCCN23)cc1,3.4
CCN(C(=O)COC(=O)c1cccs1)c1c(N)n(Cc2ccccc2)c(=O)[nH]c1=O,1.5
Cc1ccc(/C=N/Nc2nnc(Cl)c3ccccc23)cc1,-0.2
COc1nc(-c2ccccc2)ccc1-c1noc(-c2cccnc2)n1,-0.9
CCc1cccc2c(C(=O)CN3C(=O)NC4(CCCCCC4)C3=O)c[nH]c12,-1.6
CCN(CC)S(=O)(=O)c1ccc(/C=C/C(=O)N(c2ccccn2)C2CCCCC2)cc1,-0.7
Cc1cc(C)c(NC(=O)C2CSCCS2)c(C)c1 (configuration not stated),0.7
COCCNC(=O)C1(C)CCCN(C(=O)c2cccc(Cl)c2)C1 (configuration not stated),0.0
COc1ccc(CNC(=O)c2cccs2)cc1,-0.2
Cc1nc2cc(-c3ccc(Br)cc3)[nH]n2c(=O)c1Cl,-5.0
NC(=O)CCSC(=S)N1CCOCC1,0.3
O=C1c2ccccc2C(=O)N1CCCc1c[nH]c2ccc(Cl)cc12,6.0
O=C(O)c1ccc2ccc3ccccc3c2c1,0.3
O=C(CNS(=O)(=O)c1cccc2nsnc12)NC1CCCCC1,-0.7

# Continuation.
SMILES,TTR transcr act
O=C(Nc1ccc2sccc2c1)c1cccc(N2C(=O)CCC2=O)c1,3.2
O=C(O)c1ccc(COc2ccc3ccccc3c2/C=C2/NC(=O)N(c3ccccc3)C2=O)cc1,-1.9
N#CCN1C(=S)N=C(Nc2cccc(Cl)c2)C12CCCCC2,-1.1
CC1=C(C(=O)N(C(C)C)C(C)C)CC(CC(=O)NC2CCCC2)C(=O)N1CCC1=CCCCC1 (configuration not stated),-1.0
CCC1C(=O)NCCN1C(=O)c1ccc(OC)c(OC2CCN(C(C)=O)CC2)c1 (configuration not stated),-0.7
Cc1ccc(C(=O)Nc2cccc(NC(=O)c3ccc(C)c([N+](=O)[O-])c3)n2)cc1[N+](=O)[O-],-0.3
CC1=C(C(=O)N2CCOCC2)CC(CC(=O)NCCN2CCOCC2)C(=O)N1Cc1ccc(C(C)(C)C)cc1 (configuration not stated),-0.1
CC1=NN(c2ccccc2)C(=O)/C1=C\C=C\c1ccccc1,-4.2
Cc1ccc(-c2c(C#N)c(N)n(-c3ccccc3)c(=O)c2C#N)cc1,-1.3
C=CCNCC(=O)Nc1ccccc1SCC(=O)Nc1ccsc1C(=O)OC,-0.5
O=C1C=C(c2cc3ccccc3s2)CCC1,-2.3
